Bioassay records (PubChem BioAssay)
hIAP act = increases human intestinal alkaline phosphatase activity | P09923 | activation factor at 10 µM | 0.16% of 330,000 active | purified human IAP, CDP-Star luminescence, 30 min; active compounds read high; 1 = vehicle-only enzyme, 0 = enzyme-free background | AID 2524;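 active = activation factor of the enzyme at least 2-fold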; also: the source names both 10 and 20 µM as test concentration; values of inactives mirror those of a sister screen read the other way
SENP8 inh = inhibitors of human SENP8 protease; inhibition, % at 20 µM; 0.64% of 360,000 active; recombinant SENP8, Nedd8 substrate fluorescence; in the data active = inhibition mostly above about 40%, no sharp cut-off; inactive = mostly below about 27%
Target sequence (Q96LD8 whole entry, looked up): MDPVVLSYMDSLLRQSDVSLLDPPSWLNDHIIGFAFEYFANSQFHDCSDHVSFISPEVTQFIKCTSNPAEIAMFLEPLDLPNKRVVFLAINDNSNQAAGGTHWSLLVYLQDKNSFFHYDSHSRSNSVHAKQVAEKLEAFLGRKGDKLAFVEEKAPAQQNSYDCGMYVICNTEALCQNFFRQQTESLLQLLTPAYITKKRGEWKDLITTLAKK
SENP1 inh = inhibitors of human SENP1 SUMO protease catalytic domain | inhibition, % at 10 µM | 0.21% of 360,000 active | recombinant SENP1 catalytic domain, CyPet-SUMO1-YPet FRET cleavage | Q9P0U3 | AID 624204;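 active = inhibition at least 30% at 10 µM, raw YFP signal under a set limit, fluorescence ratio 0.5 to 1.5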;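 also: 0% = enzyme with DMSO and 100% = no enzyme wells; some results filed as inactive read as strong as hits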
Target sequence (Q9P0U3 419-644 limits assumed): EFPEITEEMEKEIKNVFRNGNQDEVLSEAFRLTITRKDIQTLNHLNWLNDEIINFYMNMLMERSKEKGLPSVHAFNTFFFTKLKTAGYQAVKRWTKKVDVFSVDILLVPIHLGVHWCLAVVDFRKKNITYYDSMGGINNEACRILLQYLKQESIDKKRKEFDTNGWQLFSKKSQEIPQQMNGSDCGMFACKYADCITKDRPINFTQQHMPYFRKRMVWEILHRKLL
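Test system: human SENP1 catalytic domain; medium: Tris pH 8 buffer plus EDTA, NaCl, BME, BSA, NP40, catalase; incubation: 50 min reaction at room temperature; technique: FRET, CFP and YFP emission; controls: no-enzyme low control and enzyme-plus-DMSO high control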
ATG4B inh = blocks human ATG4B protease cleavage of LC3 substrate | ATG4B cleavage of LC3-PLA2, NBD-HPC fluorescence, 1 h | inhibition, % at 8.33 µM | 0.51% of 340,000 active | AID 504462; in the data active = inhibition above about 40%
SENP6 block = blocks the human protease SENP6 | Recombinant SENP6 catalytic domain, aminoluciferin luminescence | inhibition, % at 10 µM | Q9GZR1 | 1.8% of 330,000 active;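 active = inhibition above about 50% at the single tested dose, limit read from the data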;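 also: plate controls were DMSO wells with enzyme for no effect and DMSO wells lacking enzyme for full effect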
Target sequence (Q9GZR1 628-1112 limits assumed): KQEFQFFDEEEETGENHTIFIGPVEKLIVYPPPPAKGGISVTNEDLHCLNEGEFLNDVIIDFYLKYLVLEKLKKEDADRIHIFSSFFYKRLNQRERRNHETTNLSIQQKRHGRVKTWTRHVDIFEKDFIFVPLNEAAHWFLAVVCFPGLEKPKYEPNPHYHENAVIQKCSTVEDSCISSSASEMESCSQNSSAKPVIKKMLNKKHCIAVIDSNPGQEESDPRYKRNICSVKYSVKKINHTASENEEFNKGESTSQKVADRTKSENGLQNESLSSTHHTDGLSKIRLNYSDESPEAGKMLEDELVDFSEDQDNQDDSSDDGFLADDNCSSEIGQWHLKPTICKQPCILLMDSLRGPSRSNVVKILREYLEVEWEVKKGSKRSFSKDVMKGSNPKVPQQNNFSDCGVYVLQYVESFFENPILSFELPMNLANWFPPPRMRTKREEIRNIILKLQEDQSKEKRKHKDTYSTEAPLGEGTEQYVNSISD
PfGluPho inh = PfG6PD (Plasmodium falciparum) enzyme inhibition; inhibition, % at 20 µM; PfGluPho enzyme, NADPH resazurin-diaphorase fluorescence; 0.78% of 350,000 active; AID 504690;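 active = inhibition reaching at least a set limit at 20 µM in the primary screen, cut at about 59% in these data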;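 also: 0% = DMSO wells with substrate and 100% = DMSO wells lacking glucose-6-phosphate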
NR3A LBD binder = modulates the human NR3A ligand-binding domain. NR3A LBD differential scanning fluorimetry, Tm shift; 0% = protein alone, 100% = glycine-bound protein. Tm shift relative to glycine control, % at 25 µM. 2.5% of 340,000 active;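 active = melting temperature shift of at least 10% of the positive control shift, at one fixed dose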
MPTP block = permeability transition pore inhibition | isolated mouse mitochondria, Ca2+ swelling absorbance, 30 min | inhibition, % at 10 µM | 1.4% of 360,000 active;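 active = inhibition of 50% or more, scaled per plate between neutral and stimulator controls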;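 also: 0% = DMSO wells given calcium and 100% = 1 mM EGTA wells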
* = called active by the depositor; nt = no result given. Compounds as they come; about 6.7% have a hit in one of these screens.

no.	SMILES	PfGluPho inh	hIAP act	NR3A LBD binder	MPTP block	SENP8 inh	SENP6 block	SENP1 inh	ATG4B inh
1	COc1ccc(S(=O)(=O)N2CCOCC2)cc1C(=O)N1CCCCCC1	2	1.1	-3	0.3	6	-15	0	-1
2	O=c1cc(CSc2nnc(COc3ccccc3)n2-c2ccccc2)c2ccccc2[nH]1	8	0.98	-4	0.0	5	-12	1	-3
3	CCOCCCNC(=O)C1CCC(CNS(=O)(=O)c2ccc(OC)cc2)CC1 (configuration not stated)	3	1.2	-2	3.5	14	-17	2	-4
4	CC(C)CCNC(=O)C(C)N(Cc1ccc(F)cc1)C(=O)c1ccc(CN2CCCCC2)o1 (configuration not stated)	-8	0.83	-3	-1.4	15	11	1	15
5	CC(O)[C@H]1CNC(=O)C(=O)N1CC1(c2ccccc2)CC1 (some centres not stated)	-7	1	0	-1.2	-1	-22	0	-4
6	CCN(CC)C(=O)[C@H]1C[C@H](CC(=O)NCCC2=CCCCC2)C(=O)N2CCc3c([nH]c4ccc(Cl)cc34)[C@]12C	6	nt	-3	-1.5	27	nt	0	-5
7	CCOc1ccccc1N1CCN(C(=O)c2ccc(Cl)c(S(=O)(=O)N3CCCCC3)c2)CC1	6	0.79	0	-0.4	15	-1	-1	-12
8	O=C(Nc1ccccc1)c1ccccc1OCc1ccc(S(=O)(=O)N2CCOCC2)cc1	5	1	0	2.1	2	-18	1	-10
9	O=C(COC(=O)c1ccc([N+](=O)[O-])cc1)NC12CC3CC(CC(C3)C1)C2	-4	1	3	-1.4	22	24	2	-12
10	c1ccc(COc2ncnc3c2ncn3CCCNCc2ccc3c(c2)OCO3)cc1	-3	nt	-1	1.2	7	nt	-3	2
11	CC[C@@H](C)C(C(=O)N1CCN(C(=O)OC(C)(C)C)CC1)n1cc(-c2cn([C@@H](C)C(=O)N3CCN(C(=O)OC(C)(C)C)CC3)nn2)nn1 (some centres not stated)	-9	1	-1	-2.1	2	-8	0	-7
12	COC(=O)c1ccc2c(=O)n(Cc3ccco3)c(SCC(=O)Nc3cc(C)on3)nc2c1	-3	0.96	2	4.6	-53	4	-1	2
13	CCOc1ccc(NC(=O)N(CCC(C)C)C(C)c2ccco2)cc1 (configuration not stated)	9	1.1	-2	0.9	9	-20	-1	11
14	COc1ccc(C2CC(c3ccccc3)=NN2C(=O)CN2N=NC3C(=O)N(c4cccc(F)c4)C(=O)C32)cc1 (configuration not stated)	-6	1.2	-1	-0.4	-8	-8	-15	4
15	O=C(Nc1cc(Cl)ccc1Cl)C1CC(=O)N(c2ccccc2)C1 (configuration not stated)	5	1	-1	0.3	14	-12	2	1
16	O=C(O)c1cnn2c1C(=O)N(Cc1cccs1)CC2	0	1.1	0	-1.6	7	-2	0	-5
17	Cc1cc(C)c(C)c(S(=O)(=O)NCC(=O)NCC2CCCCC2)c1C	0	1	-1	1.7	5	18	-1	-13
18	Cc1sc2nc(SCC(=O)N3CC(C)OC(C)C3)n(C)c(=O)c2c1C (configuration not stated)	2	0.91	-4	-1.5	-5	1	5	1
19	Cc1cccc(/C=C\c2nc3ccccc3c(=O)[nH]2)c1	-11	0.91	0	-0.4	-80	89*	0	-10
20	O=C(O)C(C(O)c1ccc([N+](=O)[O-])cc1)[n+]1ccccc1 (configuration not stated)	22	1.1	1	-0.7	25	-22	3	-13
21	Cc1cccc(OCCNC(=O)c2cc(-n3cnnc3)ccc2Cl)c1	11	0.91	-17	0.4	10	-6	-2	14
22	OCc1cn(-c2ccccc2)nn1	-18	0.93	-2	-1.2	2	12	0	1
23	CC1CC2(CCCC2)N(C(=O)c2ccccc2)Cc2ccccc21 (configuration not stated)	-30	0.94	0	0.9	15	11	1	13
24	Cc1nc(CNS(=O)(=O)c2ccc3c(c2)OCCO3)cs1	-20	0.93	1	0.0	5	-12	2	-2

An excerpt from above, showing only NR3A LBD binder:
item	SMILES	NR3A LBD binder
22	OCc1cn(-c2ccccc2)nn1	-2
3	CCOCCCNC(=O)C1CCC(CNS(=O)(=O)c2ccc(OC)cc2)CC1 (configuration not stated)	-2
12	COC(=O)c1ccc2c(=O)n(Cc3ccco3)c(SCC(=O)Nc3cc(C)on3)nc2c1	2
4	CC(C)CCNC(=O)C(C)N(Cc1ccc(F)cc1)C(=O)c1ccc(CN2CCCCC2)o1 (configuration not stated)	-3
15	O=C(Nc1cc(Cl)ccc1Cl)C1CC(=O)N(c2ccccc2)C1 (configuration not stated)	-1

Additional results
no.	SMILES	PfGluPho inh	hIAP act	NR3A LBD binder	MPTP block	SENP8 inh	SENP6 block	SENP1 inh	ATG4B inh
25	CCOc1ccccc1N1CCN(C(=O)c2cc3c(s2)CCC3)CC1	-8	0.88	0	-0.1	25	15	1	-1
26	COc1ccc(NC(=O)C2CCN(C(=O)Cc3ccccc3)CC2)cc1OC	-13	1.3	2	-0.7	6	-5	2	-6
27	CCOC(=O)c1sc(Nc2ccc(C)cc2C)nc1C	44	1.3	1	1.7	-72	-17	-2	-2
28	O=C(Cc1noc2ccccc12)Nc1ccc(Cl)cc1	11	1.2	7	1.1	15	33	4	-5
29	O=C(c1ccco1)N1CCN(C(c2ccc(Cl)cc2)c2nnnn2Cc2ccccc2)CC1 (configuration not stated)	-14	1.1	-1	-2.9	14	-15	-4	-13
30	CC(=O)NN1C(=O)c2ccccc2NC1c1ccccc1O (configuration not stated)	-8	1.7	4	-1.4	-276	3	-7	3
31	COC(=O)[C@@H](NS(=O)(=O)c1cc(Br)ccc1Br)C(C)C	-7	nt	nt	-1.8	0	nt	2	nt
32	COc1ccc(S(=O)(=O)N(CC(=O)N/N=C/c2cccs2)c2cc(C)cc(C)c2)cc1OC	16	0.84	-2	0.8	8	-3	1	-13
33	CSc1nnc2c(n1)c(C)nn2-c1cccc(C)c1	-10	1	2	-0.6	33	6	6	8
34	O=C(Nc1nc(-c2ccc(Cl)cc2)cs1)NC1CCCCC1	1	0.93	9	92*	17	3	-1	64*
35	CCCC(C)NC(=O)COC(=O)c1ccccc1SCC(=O)NC(C)CCC (configuration not stated)	-17	0.97	1	0.5	9	3	1	-3
36	CC(=O)N(CCCCN1C(=O)c2ccccc2C1=O)c1ccc(C)cc1	-1	1.1	4	-2.8	20	0	2	1
37	CCCCC(=O)Nc1nnc(S(=O)(=O)N2CCCCCC2)s1	-2	1.1	0	0.8	5	16	-2	0
38	Cc1ccc(NC(=O)c2ncn(CCCNCCCN(C)C)n2)cc1C	-6	nt	-1	-1.1	12	nt	2	0
39	Cc1onc(C(=O)N2CCN(c3ccccc3F)CC2)c1-c1ccccc1Cl	-5	1	-3	0.8	18	-12	1	-5
40	CCOC(=O)C1(Cc2ccc(Cl)cc2)CCN(Cc2nccn2CC)CC1	-4	1.2	-1	0.2	6	-5	1	-11
41	Cc1ccc(C2=NN(S(=O)(=O)c3ccccc3)C(c3ccccc3O)C2)cc1 (configuration not stated)	13	nt	9	9.9	14	nt	-38	26
42	CC(=O)C[C@@H](O)CC(=O)[C@H]1OC(=O)[C@H](C)CCCCc2ccccc21	4	0.9	1	-0.9	0	3	0	nt
43	Cn1ncc(Cl)c(Oc2ccc(Cl)cc2)c1=O	-4	0.98	-1	1.2	12	6	-2	-5
44	CSc1nnc(NC(=O)c2ccc(C)c(S(=O)(=O)N3CCOCC3)c2)s1	13	1.1	3	4.9	-450	11	1	-11
45	Cc1ccc(S(=O)(=O)NCC(=O)Nc2cccc([N+](=O)[O-])c2)cc1	21	1.1	-1	3.2	6	-15	1	0
46	O=C(Oc1ccc(-c2nnco2)cc1)c1ccc(Br)o1	30	0.8	0	-1.4	7	-2	2	2
47	CCOC(=O)c1ccc(NC(=O)CCc2nc(-c3ccccc3)no2)cc1	23	1	-3	62*	13	-5	0	-16
48	COCC(=O)NCCc1ccc(S(N)(=O)=O)cc1	-9	1.2	2	-0.1	16	-20	1	0
49	Cc1ccc(C)c(N2CCN(C(c3ccc(N(C)C)cc3)c3nnnn3C(C)(C)C)CC2)c1 (configuration not stated)	10	1.1	-1	2.0	32	13	2	-7
50	CCc1ccc([C@@H]2CC=C(C(=O)O)[C@H](c3ccc(C(C)(C)C)cc3)N2S(=O)(=O)c2ccc(C)cc2)cc1	-23	0.93	0	1.5	8	12	-1	35
51	CCOC(=O)c1sc(N(Cc2ccccc2)C(=O)CN2C(=O)CN(C)C2=O)nc1C	9	0.95	0	5.8	6	3	-17	-6
52	CCC(C(=O)NC(C)c1ccccc1)C(=O)NC(C)c1ccccc1 (configuration not stated)	2	1	4	0.7	13	-12	1	7
53	CCn1ccc(=O)c2cc3c(cc21)OCO3	2	1	-3	-0.8	-17	-7	4	3
54	COc1ccc(OC)c(S(=O)(=O)NC2CC2)c1	-5	0.91	0	-0.8	18	-34	-1	-2
55	CN(C)CC(C)(C)CNS(=O)(=O)c1cccc2nsnc12	-2	0.96	-1	0.9	10	-17	1	-7
56	CCCCn1c(SCC(=O)c2cc(OC)ccc2OC)nc2cc(S(N)(=O)=O)ccc21	22	0.92	-18	0.4	-9	-9	-1	-24
57	O=C1/C(=C\c2ccc(O)cc2)SC(=S)N1Cc1ccccc1	-45	0.63	34*	27	2	72*	59	3
58	Cc1cc(C)cc(-n2ccnc2SCC(=O)Nc2ccc3c(c2)OCCO3)c1	-5	1	4	0.3	18	3	1	-6
59	CCOc1ccc(S(=O)(=O)N2CCOCC2)cc1NC(=O)CN1C(=O)NC(C)(C2CC2)C1=O (configuration not stated)	8	nt	nt	0.6	7	nt	1	nt
60	CSc1ccccc1NC(=O)CN(Cc1ccccc1)S(C)(=O)=O	10	0.98	1	0.2	16	-4	-1	-10
61	Cc1cc(Cl)ccc1OCC(=O)Nc1ccccc1C(=O)N1CCOCC1	3	0.93	0	0.5	6	-1	0	1
62	O=S(=O)(Nc1ccc(S(=O)(=O)Nc2ccccc2)cc1)c1ccccc1	-14	1.3	1	1.2	3	-12	2	-4
63	CC(=O)c1ccc(NC(=O)C2CC(=O)N(Cc3ccccc3)C2)cc1 (configuration not stated)	-8	0.86	-4	0.7	6	4	1	-6
64	O=C(c1ccc(Cl)c(S(=O)(=O)Nc2ccccc2C(=O)N2CCc3ccccc3C2)c1)N1CCc2ccccc2C1	-52	1.1	-8	8.7	23	-4	-2	48*
65	COc1ccc(C(=O)OCC(=O)NC23CC4CC(CC(C4)C2)C3)c(OC)c1OC	-12	0.87	1	-0.6	0	2	1	-3
66	COc1ccc(/C=C/CN2CCN(Cc3ccccc3)C(CCO)C2)cc1 (configuration not stated)	5	0.93	0	0.0	0	-3	0	-3
67	Cc1ccc2c(c1)-c1c(cnn1CC(=O)N(CCC#N)c1ccccc1)CO2	1	0.98	0	-2.3	12	-10	2	-5
68	Cc1nc(CN2CCCCC2)c(O)c(=O)[nH]1	-13	nt	-3	-0.2	22	nt	2	1
69	CCSc1nnc(-c2ccccc2SC)o1	-10	1	1	0.7	-24	-17	5	1
70	COc1ccc(CN(C)C(=O)c2ccc(NS(=O)(=O)c3ccc(F)cc3)cc2)c(OC)c1	-4	0.97	-1	0.9	9	-5	-1	-1
71	CCOC(=O)c1cnc2nc(NCc3ccc(OC)c(OC)c3)[nH]n2c1=O	-14	1	-6	2.2	-1	6	1	6
72	O=C(CSc1ncn[nH]1)Nc1nc(-c2ccccc2)cs1	-4	1.3	0	12	8	3	0	-15
73	CCc1c(C)n2nc(C)cc2[nH]c1=O	-8	0.89	-5	-0.5	-23	4	2	2
74	COc1ccc(-c2cnnn2-c2ccc(NC(=O)/C=C/c3ccc(OC)c(OC)c3)cc2)cc1	1	1	-3	1.6	-234	-9	1	-24
75	O=C(CSc1nnc(CNc2ccc(F)cc2)o1)N1CCCc2ccccc21	-15	1.4	-1	0.2	16	15	0	4
